# Compound activity from PubChem BioAssay.
# TbPYK inhibitor – blocks Trypanosoma brucei pyruvate kinase; AID 624173; hit rate 0.12% among 410,000; Potency, µM (top dose mostly 76.8 µM), for inactives: top-dose activity, negative = inhibition, most hits filed as inhibitors; TbPYK enzyme, Kinase-Glo Plus ATP luminescence, 45 min; Q57TT1; also: potency is read from the fitted curve at half-maximal effect; % is scaled to controls: 0 for no effect and ±100 for the full control effect; nearly all actives have a fitted effect of over 50% in size
#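 Luminescence from Kinase-Glo Plus, added after a 45-minute room-temperature reaction, served as the end-point read-out. The enzyme and substrate were preincubated with compound before ADP (130 uM final) initiated turnover. Concentration-effect curves came from normalized qHTS data.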
# LmPK inh – inhibitors of Leishmania mexicana pyruvate kinase; Q27686; purified LmPK, Kinase-Glo ATP luminescence, 1 h; Potency, µM (series often up to 57.5 µM), for inactives: top-dose activity change, negative = inhibition, usual class: inhibitors; hit rate 0.37% among 290,000; AID 1721; also: potency is read from the fitted curve at half-maximal effect; % is scaled to controls: 0 for no effect and ±100 for the full control effect
# Target sequence (Q27686 whole entry, looked up): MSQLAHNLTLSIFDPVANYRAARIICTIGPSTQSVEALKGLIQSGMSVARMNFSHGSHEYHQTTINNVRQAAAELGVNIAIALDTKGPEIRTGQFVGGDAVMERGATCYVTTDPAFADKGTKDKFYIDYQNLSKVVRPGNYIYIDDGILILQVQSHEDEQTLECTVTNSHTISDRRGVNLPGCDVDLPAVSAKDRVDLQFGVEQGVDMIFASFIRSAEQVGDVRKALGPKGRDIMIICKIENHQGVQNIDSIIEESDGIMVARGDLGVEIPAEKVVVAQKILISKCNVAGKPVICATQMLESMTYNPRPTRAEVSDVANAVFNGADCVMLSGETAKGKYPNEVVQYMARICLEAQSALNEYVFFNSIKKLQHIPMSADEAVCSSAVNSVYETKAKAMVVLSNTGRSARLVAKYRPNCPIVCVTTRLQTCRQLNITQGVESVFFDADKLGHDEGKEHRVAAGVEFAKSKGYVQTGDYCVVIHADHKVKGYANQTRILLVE
#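 In 50 mM imidazole pH 7.2 with 7 mM MgCl2, LmPK (0.1 nM) turned over PEP (0.5 mM) and ADP (0.1 mM) for 1 h at room temperature. Luciferase read-out of ATP.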
# Pf growth 96h – P. falciparum growth inhibition at 96 hours. P. falciparum luciferase reporter growth, 96 h. Potency, µM (top dose mostly 28.7 µM), inactives show at the top dose activity change, negative = inhibition, hits mostly inhibitors. hit rate 6.9% among 320,000; also: potency is read from the fitted curve at half-maximal effect; % is scaled to controls: 0 for no effect and ±100 for the full control effect
#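 Cell-based qHTS: luciferase-tagged P. falciparum in erythrocytes (2% hematocrit, 0.05% parasitemia final) incubated with compounds for 96 hours, 37 C, 5% CO2; luciferase detection reagent then added and luminescence measured.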
# AMA1-RON2 inh – inhibitors of Plasmodium falciparum AMA1-RON2 interaction; Potency, µM (top dose mostly 58.2 µM), without a hit: at the top dose activity change, negative = inhibition, usual class: inhibitors; AlphaScreen AMA1-biotinylated RON2 peptide binding; AID 720542; hit rate 0.2% among 360,000;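 also: potency is read from the fitted curve at half-maximal effect; 0% = vehicle wells and -100% = peptide control; nearly all actives have a fitted effect of over 45% in size; some results filed as inactive show a strong effect at the top dose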
#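 AMA1 (3D7) with his tag at 25 nM final met compounds first, then biotinylated RON2 peptide at 25 nM; detection used donor plus acceptor beads, 10 µg/mL apiece, read by AlphaScreen after 30 min at room temperature.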
# Pf growth 48h – inhibits P. falciparum growth in the first generation, 48 h; Potency, µM (highest dose often 28.7 µM), inactives show at the top dose activity change, negative = inhibition, hits mostly inhibitors; hit rate 5.9% among 310,000; P. falciparum luciferase growth in erythrocytes, 48 h; also: potency is read from the fitted curve at half-maximal effect; % is scaled to controls: 0 for no effect and ±100 for the full control effect
#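 Luciferase-expressing parasites in RBCs, 2% Hct / 0.1% parasitemia final; RPMI 1640 + 0.5% Albumax; 37 C, 5% CO2, one generation; luminescence read-out, lower signal = inhibition.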
# CHX counter – counter-screen for Shiga toxin inhibitors: cycloheximide protein synthesis inhibition | cell reporter, cycloheximide protein synthesis inhibition counterscreen | max response, % | hit rate 12% among 300,000; in the data active = max response mostly above about 13%, no sharp cut-off; inactive = mostly below about 14%; also: read at 38.3 µM for the half of the compounds with a filed dose; 0% is about no effect
# Shiga inhibitor – Shiga toxin inhibition. Vero cells, Shiga toxin protein synthesis inhibition reporter. inhibition, % at 38.7 µM. hit rate 9.2% among 290,000. AID 2315; in the data active = inhibition mostly above about 28%, no sharp cut-off; inactive = mostly below about 43%; also: 0% is about no effect
# Starred values were filed as active, the others as inactive; ? = inconclusive; . = no result given; & = joins results of further samples; [ ] = remark or other dose. Unless noted, calls follow the shape of the dose curve; as a rule, active = well fitted curve in the direction sought with a large enough effect; inconclusive = small, poorly fitted or top-dose-only effect, or another doubt; inactive = no such curve, though single readings can be large; an effect the other way counts as inactive or inconclusive.
# Start of the data: the first four compounds, ahead of the listing:
# Under each structure – TbPYK inhibitor	LmPK inh	Pf growth 96h	AMA1-RON2 inh	Pf growth 48h	CHX counter	Shiga inhibitor
1) Cc1ccc(S(=O)(=O)N2CCCCC2)cc1NC(=O)CSCC(=O)O
 : 5.7%	2.3%	-43.2%[5.75 µM]	-5.2%	-12.6%	-1.8	-15.8
2) O=C(O)c1cc(-c2ccccc2Cl)n(-c2cccc(Cl)c2)n1
 : 0.3%	-0.4%	30.4%[activator]	-13.1%	.	-1.1	-1.7
3) O=C(NCC1CCCN(Cc2cccc(F)c2)C1)c1cccc2ccccc12 (configuration not stated)
 : -2.9%	-2.8%	?	3.2%	-33.4%	1.7	17.5
4) CCN(CC(=O)Nc1cc(Cl)ccc1C)C(=O)CSCc1c(C)noc1C
 : -1.8%	.	12.6%	-4.3%	18.3%	.	.

# The whole of this part, repeating the preview:
# Under each structure – TbPYK inhibitor	LmPK inh	Pf growth 96h	AMA1-RON2 inh	Pf growth 48h	CHX counter	Shiga inhibitor
1) Cc1ccc(S(=O)(=O)N2CCCCC2)cc1NC(=O)CSCC(=O)O
 : 5.7%	2.3%	-43.2%[5.75 µM]	-5.2%	-12.6%	-1.8	-15.8
2) O=C(O)c1cc(-c2ccccc2Cl)n(-c2cccc(Cl)c2)n1
 : 0.3%	-0.4%	30.4%[activator]	-13.1%	.	-1.1	-1.7
3) O=C(NCC1CCCN(Cc2cccc(F)c2)C1)c1cccc2ccccc12 (configuration not stated)
 : -2.9%	-2.8%	?	3.2%	-33.4%	1.7	17.5
4) CCN(CC(=O)Nc1cc(Cl)ccc1C)C(=O)CSCc1c(C)noc1C
 : -1.8%	.	12.6%	-4.3%	18.3%	.	.
5) COc1ccc(CCC(=O)Nc2ccc3c(c2)OCCO3)cc1
 : 2.4%	1.8%	3.2%	-1.7%	38.5%[activator]	26.4*	38.7
6) CCOc1ccc(NC(=O)CNS(=O)(=O)c2c(C)cc(C)cc2C)cc1
 : 5.6%	2.0%	15.7%	15.0%	1.7%	-1.6	-3.5
7) CCOC(=O)c1c(NC(=O)CC)sc(C(=O)N2CCCCC2)c1C
 : 0.4%	-0.1%	13.1µM*	2.0%	.	-4.5	-9.8
8) CC(=O)Nc1cccc2c1C(=O)N(c1cccc(OC(C)=O)c1)C2=O
 : 11.1%	-6.8%	0.0%	9.8%	6.6%	2.1	-0.7
9) CCN(CC)S(=O)(=O)c1ccc2c(c1)N(CC(=O)N1CCCC1)C(=O)CO2
 : 3.8%	2.6%	0.0%	2.8%	-7.9%	-2.7	-2.5
10) CCn1c(Cn2nnc(-c3ccccc3)n2)nnc1SCC(=O)N1CCOCC1
 : -1.9%	-8.4%	-3.7%	9.4%	-2.6%	-2.9	-9.3
11) CCC(CO)(C(=O)OC1CC2CCC(C1)N2C)c1ccccc1 (configuration not stated)
 : -5.5%	0.8%	11.7µM*	0.0%	-19.6%	-1.4	8.5
12) C/C=C/c1ccc(OCCN2CCc3ccccc3C2)c(OC)c1
 : 15.0%	-0.3%	19.2%	-29.5%	?	-1.0	-9.5
13) C/C(=N\Nc1ccccc1C(=O)O)c1ccncc1
 : -0.3%	0.3%	152.3%[activator]	-2.4%	114.0%[activator]	18.3*	42.9*
14) N#CCC(=O)N1CCCCCC1
 : 0.2%	2.9%	8.4%	0.5%	23.9%	-4.0	-5.0
15) O=C1C(=O)N(CCCc2ccccc2)c2ccccc21
 : 9.9%	-3.7%	10.4µM*	-11.9%	?	6.6	2.6
16) O=C(Nc1ccc(S(=O)(=O)NCc2ccco2)cc1)c1cccc(F)c1
 : -1.1%	0.9%	26.0%	-6.1%	24.9%	17.7	37.4*
17) COc1ccc(-c2cc(C(=O)NN)n(-c3ccccc3)n2)cc1
 : -14.7%	1.3%	?	12.1%	25.3%	25.3*	78.3*
18) CSc1ccc(C(=O)/C=C/c2ccc(N)cc2)cc1
 : -13.8%	?	67.4%[activator]	-13.2%	187.0%[activator]	54.6*	76.8*
19) COc1ccccc1N1CCN(C2CCCN(S(=O)(=O)c3ccc(C)cc3)C2)CC1 (configuration not stated)
 : -3.4%	-1.0%	-21.9%	-17.9%	-23.7%	0.9	-1.9
20) Cc1cc(C)c[n+](CC(=O)c2ccc(NC(=O)c3ccccc3)cc2)c1
 : 2.1%	0.5%	26.9%	2.0%	?	1.3	5.9

# Ordered by molar mass (high to low): 3 of the compounds above.
# Under each structure – TbPYK inhibitor	LmPK inh	Pf growth 96h	AMA1-RON2 inh	Pf growth 48h	CHX counter	Shiga inhibitor
10) CCn1c(Cn2nnc(-c3ccccc3)n2)nnc1SCC(=O)N1CCOCC1
 : -1.9%	-8.4%	-3.7%	9.4%	-2.6%	-2.9	-9.3
4) CCN(CC(=O)Nc1cc(Cl)ccc1C)C(=O)CSCc1c(C)noc1C
 : -1.8%	.	12.6%	-4.3%	18.3%	.	.
11) CCC(CO)(C(=O)OC1CC2CCC(C1)N2C)c1ccccc1 (configuration not stated)
 : -5.5%	0.8%	11.7µM*	0.0%	-19.6%	-1.4	8.5

# Next section
# Under each structure – TbPYK inhibitor	LmPK inh	Pf growth 96h	AMA1-RON2 inh	Pf growth 48h	CHX counter	Shiga inhibitor
21) O=C(Nc1ccccc1)c1cnc2ccccc2n1
 : -2.5%	-8.9%	134.8%[activator]	10.8%	203.5%[activator]	40.1*	59.8*
22) COc1ccc(C(=O)Nc2ccc3nc(N4CCOCC4)sc3c2)cc1OC
 : -3.3%	.	?	-9.0%	-8.2%	.	.
23) O=C(CCCNC(=O)c1ccc(Cl)cc1)Nc1ccc(F)c(S(=O)(=O)N2CCOCC2)c1
 : 3.0%	.	-27.4%	14.6%	?	.	.
24) COc1ccc2c(c1)c(=O)oc1c(C)c(OCc3cc(C(=O)O)oc3C)ccc12
 : -3.9%	-4.0%	?	-10.0%	20.3%	16.4	38.4
25) COc1ccc(S(=O)(=O)N/N=C\c2ccc3c(c2)OCO3)c(OC)c1
 : 7.6%	-0.2%	?	-8.7%	?	2.3	-3.9
26) Cc1cc(C)c(C)c(S(=O)(=O)N2CCCCC2C(=O)O)c1C (configuration not stated)
 : -6.7%	10.3%	?	-6.6%	0.3%	-4.5	-2.4
27) O=C(CC1SC(N2CCCC2)=NC1=O)Nc1ccc(C(=O)N2CCN(c3cccc(Cl)c3)CC2)cc1 (configuration not stated)
 : 5.0%	.	?	-0.5%	8.28µM*	.	.
28) O=C(COC(=O)COc1ccc(Cl)cc1)NC1CC1
 : 0.0%	.	20.7%	3.8%	28.3%	.	.
29) CC(=O)c1cccc(NC(=O)CCCNC(=O)c2ccc(Cl)cc2)c1
 : -11.0%	-6.3%	4.2%	0.2%	-7.3%	3.3	2.1
30) CN(C(=O)COc1ccccc1)c1nnc(-c2ccncc2)s1
 : 1.2%	3.1%	4.15µM*	0.0%	10.5%	-3.1	3.1
31) CCOC(=O)C(=CNc1ccc(C)cc1C)C(=O)OCC
 : -3.7%	1.3%	14.7%	-2.3%	10.8%	20.2	-55.3
32) CN1CCN(C(=O)c2cc3ccccc3oc2=O)CC1
 : 0.1%	1.9%	?	-6.3%	4.4%	13.2*	-5.8
33) CN(C)C(=O)c1cn(-c2ccc(Cl)cc2)c(=O)c2ccccc12
 : -10.8%	2.0%	35.7%[activator]	-9.0%	2.8%	-3.6	15.8
34) Clc1ccccc1C1Nc2cccc3cccc(c23)N1
 : 4.6%	-1.8%	-15.3%	-29.6%	?	3.9	23.3
35) COc1ccccc1N1CCN(C(=O)CCSCc2ccccc2F)CC1
 : 0.4%&0.0%	-4.4%	?	6.8%	14.4%	19.9	48.8*
36) Cc1ccc(CNCC(O)(c2ccccc2)c2ccccc2)cc1
 : -0.9%	-1.7%	?	19.0%	?	14.7*	22.6
37) CN(C(=O)CC1C(=O)NCCN1Cc1ccccc1C(F)(F)F)C1CCOCC1 (configuration not stated)
 : -23.7%	-5.1%	0.3%	14.7%	2.7%	0.7	-4.9
38) Cc1ccc(OCC(=O)Nc2ccc3c(c2)OCO3)c([N+](=O)[O-])n1
 : -4.3%	-2.1%	126.1%[activator]	9.0%	119.9%[activator]	27.6*	54.4*
39) O=C1CSC(c2ccccn2)N1c1ccc(Br)cc1 (configuration not stated)
 : 5.1%	0.3%	0.9%	-21.7%	?	1.7	8.3
40) CCNC(=S)N/N=C(\C)c1ccc(Cl)s1
 : -5.0%	-0.4%	?	38.9%[activator]	?	-2.2	-15.8
41) C=CCn1c(CSc2nc3ccccc3s2)nnc1SCC(=O)NCc1ccco1
 : -12.7%	9.9%	?	-2.0%	-14.1%	0.3	-11.7
42) CC1(C)Cc2c(c(-c3ccccc3)nc(N3CCCC3)c2C(N)=O)CO1
 : -2.3%	2.1%	?	-1.6%	-5.5%	-1.0	-7.2
43) Cc1ccc(NC(=O)Nc2ccc3c(c2)N(C)C(=O)CS3)nc1
 : -6.3%	0.7%	?	-25.5%	?	-1.4	42.6
44) NC(=O)c1ccsc1N
 : .	7.6%	-33.4%	.	0.0%	-6.6	-5.7
45) Fc1cccc(CCN2CCN=C2Nc2ccccc2)c1
 : -2.3%	.	43.1%[activator]	5.5%	?	.	.
46) COc1cccc(C(CC(=O)Nc2cccc3ccccc23)NC(=O)c2ccccc2)c1 (configuration not stated)
 : 2.6%	0.6%	?	7.0%	?	4.2	-5.2
47) Cc1ccc(C)c(NC(=O)C(OC(=O)c2cc[n+]([O-])cc2)c2ccccc2)c1 (configuration not stated)
 : 2.1%	.	23.2%	13.7%	30.0%[activator]	.	.
48) COc1cc(OC)c(OC)cc1CN1CCCC(C(=O)c2ccc3c(c2)OCO3)C1 (configuration not stated)
 : 2.9%	0.7%	-5.3%	-11.0%	-18.3%	1.1	-13.6
49) COc1ccc(OC)c(NC(=O)CSc2nc(=O)n(Cc3ccccn3)c3c2CCC3)c1
 : 8.1%	.	?	10.4%	?	.	.
50) Cc1ccc(-n2ncc3c(=O)[nH]c(SCC(=O)N4CCN(c5ccccc5)CC4)nc32)cc1
 : 1.2%	3.3%	-18.0%	8.1%	-12.1%	-3.9	-2.8
51) CN1C(=O)NC(c2cccc([N+](=O)[O-])c2)C2=C1CCCC2=O (configuration not stated)
 : -5.4%	1.7%	2.4%	-0.3%	-19.4%[0.00184 µM]	-11.1	-1.6
52) CC1CN(C(=O)C(C)OC(=O)c2ccc3ncsc3c2)CC(C)O1 (configuration not stated)
 : -8.4%	.	6.6%	9.6%	-0.8%	.	.
53) CN(C(=O)COC(=O)c1cc(S(=O)(=O)N2CCCCC2)ccc1Cl)c1ccccc1
 : 0.0%	.	?	0.0%	?	.	.
54) COc1cc(OC)cc(C(=O)NCCNC(=O)c2ccccc2)c1
 : 4.5%	0.8%	.	-0.4%	-6.4%	4.5	-14.8
55) Cc1cccc(C)c1N(CC(=O)N1CCN(c2ccccc2F)CC1)S(C)(=O)=O
 : -2.1%	-3.8%	38.8%[activator]	-2.8%	-16.3%	0.3	3.7
56) C=CCc1ccccc1OCC(O)CN(CC)CC (configuration not stated)
 : -0.7%	3.1%	?	-8.0%	.	-2.7	-16.3
57) CCSC1=N/C(=C\c2ccccc2)C(=O)N1c1ccc(OC)cc1
 : 0.7%	4.5%	?	10.8%	?	-5.3	11.7
58) O=C(c1cccc(F)c1)N1CCCc2ccccc21
 : -20.9%	-1.0%	?	9.9%	-6.9%	0.5	.
